# Screens: PubChem, several laboratories
# phage Ecoli inh – E. coli growth loss with phage present | growth absorbance | inhibition, % at 11.9 µM | 360,000 tested, 0.26% active; in the data active means inhibition above about 11%
# AddAB inh – less growth of phage-infected E. coli with AddAB; E. coli expressing H. pylori AddAB, absorbance growth; inhibition, % at 11.9 µM; 330,000 tested, 0.29% active; in the data active means inhibition above about 12%;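 further: 0% = vehicle wells of infected cells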
# SUMO Mot1 rescue – inhibitors of SUMOylation pathway: yeast Mot1-301 growth rescue; AID 2716; growth rescue, % at 18.8 µM; S. cerevisiae Mot1-301 growth rescue, ATP luminescence, 38.5C; percent above DMSO median, 100 means doubled; 320,000 tested, 1% active;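 active means every valid replicate shows activation above 250% relative to neutral control wells; inactive means the rest, any valid replicate at or below 250%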;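 further: OY570 slx delta 5 strain wells were the positive control but not used for scaling; some compounds called inactive have numbers as strong as hits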
# E coli growth – counter-screen for AddAB inhibitors: E. coli growth inhibition | E. coli V3065 growth, OD600 absorbance, 18 h | inhibition, % at 11.9 µM | 330,000 tested, 0.27% active | AID 449728;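 active means inhibition above the campaign's mean inhibition across all tested compounds plus 3 SD, cut at about 9.9% in these data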;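 further: uninfected addAB+ strain grown without phage in ampicillin broth; 0% = DMSO wells and 100% = ciprofloxacin 0.95 µg/ml wells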
# Starred values were filed as active, the others as inactive; x = not tested or not shown. A portion of the library, so the mix of outcomes need not match the whole.
# Labels used below – A = phage Ecoli inh; B = AddAB inh; C = SUMO Mot1 rescue; D = E coli growth
COc1ccc(CNCCc2cccc(F)c2)c2ccccc12
  A: x | B: x | C: -17 | D: x

O=C(O)Cn1cc(/C=C2\C(=O)NC(=O)N(c3ccc(F)cc3)C2=O)c2ccccc21
  A: x | B: x | C: -13 | D: x

Cc1cc(N2CCNC[C@H]2C)ccc1N1CC[C@@H](O)C1
  A: 1.7 | B: x | C: x | D: x

CCC1(CCC(C)C)C(=O)NC(=O)N(c2ccccc2)C1=O (stereo not drawn)
  A: 1.1 | B: x | C: x | D: x

CC(C)(C)n1nnnc1C(CCc1ccccc1)N1CCC(n2c(=O)[nH]c3ccccc32)CC1 (stereo not drawn)
  A: 2.7 | B: x | C: x | D: x

Cc1ccc(CN2Cc3ccc(Br)cc3-n3nncc3C2)cc1
  A: 2.7 | B: x | C: x | D: x

Nc1c(Br)cc2c3c(cccc13)-c1ccccc1-2
  A: 1.7 | B: x | C: x | D: x

CCC12CCN(CC3(O)CC3)C(Cc3ccc(O)cc31)C2(C)C (stereo not drawn)
  A: 0.4 | B: x | C: x | D: x

CC[C@]12CCN(CC3(O)CC3)[C@H](Cc3ccc(O)cc31)C2(C)C
  A: 0.7 | B: x | C: x | D: x

CC(C)C(O)(C(=O)OCC1=CCN2CCC(O)C12)C(C)O (stereo not drawn)
  A: 3.7 | B: x | C: x | D: x

O=S(=O)(c1ccc(Cl)cc1)N1Cc2cc(Br)ccc2-n2nncc2C1
  A: 1.9 | B: x | C: x | D: x

O=C1NCN(c2ccccc2)C12CCN(C(c1ccccc1)c1nnnn1-c1ccc3c(c1)OCCO3)CC2 (stereo not drawn)
  A: 3.1 | B: x | C: x | D: x

O=C(NC1CCCCC1)N1Cc2ccc(Br)cc2-n2nncc2C1
  A: 1.7 | B: x | C: x | D: x

COC(=O)C[C@H]1CC[C@H]2NC[C@@H](O)COC[C@@H]2O1
  A: 2.7 | B: x | C: x | D: x

O=[N+]([O-])c1nccn1CC(O)CN1CC1 (stereo not drawn)
  A: 0.3 | B: x | C: x | D: x

CCC(c1nnnn1C1CCCC1)N1CCC2(CC1)C(=O)NCN2c1ccccc1 (stereo not drawn)
  A: -0.1 | B: x | C: x | D: x

Cc1cccc(C)c1-n1nnnc1C(c1cccc2ccccc12)N1CCC(n2c(=O)[nH]c3ccccc32)CC1 (stereo not drawn)
  A: 0.9 | B: x | C: x | D: x

COC1CC2C=C(C)C=CC=CC(=O)NC(c3ccccc3)CC=CCCC(O)CC(=O)C2=C1O (stereo not drawn)
  A: -5.8 | B: x | C: x | D: x

O=C(NC1CCCCC1)N1Cc2cc(N3CCCCC3)ccc2-n2nncc2C1
  A: 2.4 | B: x | C: x | D: x

CCC1(c2ccc(C)cc2)C(=O)NC(=S)NC1=O
  A: -1.7 | B: x | C: x | D: x

CCc1nn2c(=O)c(F)c(N3CCNCC3)nc2s1
  A: -2.5 | B: x | C: x | D: x

CCCCCN1C(=O)c2cc(OC)ccc2[C@@]2(C(=O)OCC)Cc3cc(OC)ccc3[C@@H]12
  A: 2.9 | B: x | C: x | D: x

COc1ccc(-n2nnnc2C(c2cccs2)N2CCC3(CC2)C(=O)NCN3c2ccccc2)cc1 (stereo not drawn)
  A: 2.1 | B: x | C: x | D: x

CCC(C)(O)C(=O)OC1C(=O)OC2CC3C(C)=CC(O)C(O)C3(C)C3C4(O)OCC23C1C(C)C4O (stereo not drawn)
  A: 2.9 | B: x | C: x | D: x

C=CC1C[N+]2(C)CCC1CC2C(O)c1ccnc2ccccc12 (stereo not drawn)
  A: 1.8 | B: x | C: x | D: x

O=C(NCCN1CCC2(CC1)C(=O)NCN2c1ccccc1)c1ccc(OC(F)(F)F)cc1
  A: -3.3 | B: x | C: x | D: x

c1cc2c(cc1N1CCOCC1)CNCc1cnnn1-2
  A: 2.8 | B: x | C: x | D: x

CC(C)(C)C(=O)N1Cc2cc(N3CCCCC3)ccc2-n2nncc2C1
  A: 2.7 | B: x | C: x | D: x

CCOC(=O)[C@]12Cc3ccc4ccccc4c3[C@H]1N(Cc1ccccc1)C(=O)c1ccccc12
  A: 0.1 | B: x | C: x | D: x

Cc1cccc(C)c1-n1nnnc1C(c1cccs1)N1CCC(n2c(=O)[nH]c3ccccc32)CC1 (stereo not drawn)
  A: 3.5 | B: x | C: x | D: x

O=c1[nH]c2ccccc2n1C1CCN(C(c2cccs2)c2nnnn2Cc2ccccc2)CC1 (stereo not drawn)
  A: 0.3 | B: x | C: x | D: x

COc1ccc(-n2nnnc2C(C2CC2)N2CCC3(CC2)C(=O)NCN3c2ccccc2)cc1 (stereo not drawn)
  A: 4.2 | B: x | C: x | D: x

C=CCc1ccc2c(c1)OCO2
  A: 2.3 | B: x | C: x | D: x

CC(C)C[C@@H]1COc2cc(N3CCN(C)CC3)ccc2S(=O)(=O)N1
  A: 0.6 | B: x | C: x | D: x

CSCCC(c1nnnn1C1CCCC1)N1CCC(n2c(=O)[nH]c3ccccc32)CC1 (stereo not drawn)
  A: 0.2 | B: x | C: x | D: x

O=C1NCN(c2ccccc2)C12CCN(C(c1cc3ccccc3o1)c1nnnn1C1CCCCC1)CC2 (stereo not drawn)
  A: -0.4 | B: x | C: x | D: x

CCOP(=S)(OCC)Oc1ccc2c(C)c(Cl)c(=O)oc2c1
  A: -1.4 | B: x | C: x | D: x

COc1ccc(-n2nnnc2C(c2ccccc2OC(F)(F)F)N2CCC3(CC2)C(=O)NCN3c2ccccc2)cc1 (stereo not drawn)
  A: 5.6 | B: x | C: x | D: x

COc1ccc(C(c2nnnn2-c2ccc(OC)cc2)N2CCC(n3c(=O)[nH]c4ccccc43)CC2)cc1 (stereo not drawn)
  A: -1.4 | B: x | C: x | D: x

O=C(NCCN1CCC2(CC1)C(=O)NCN2c1ccccc1)c1cccnc1Cl
  A: 0.8 | B: x | C: x | D: x

CC(C)C[C@@H]1COc2cccc(N3CCN(C)CC3)c2S(=O)(=O)N1
  A: 0.5 | B: x | C: x | D: x

O=C1NC(=O)C(=Cc2ccc(Cl)cc2)C(=O)N1
  A: 0.6 | B: x | C: x | D: x

COc1ccc(-n2nnnc2C(c2ccnc3ccccc23)N2CCC(n3c(=O)[nH]c4ccccc43)CC2)cc1 (stereo not drawn)
  A: 3.0 | B: x | C: x | D: x

NC(Cc1ccccc1)c1csc(Nc2ccccn2)n1 (stereo not drawn)
  A: 3.6 | B: x | C: x | D: x

Cc1cccc(C)c1-n1nnnc1C(c1ccccc1)N1CCC2(CC1)C(=O)NCN2c1ccccc1 (stereo not drawn)
  A: 2.2 | B: x | C: x | D: x

C[C@@H]1CNCCN1c1ccc(N2CC[C@@H](O)C2)c(C#N)c1
  A: 1.9 | B: x | C: x | D: x

Cc1nc2ccccn2c1P(=S)(c1ccccc1)c1ccccc1
  A: -0.1 | B: x | C: x | D: x

CCOC(=O)[C@]12Cc3cc(Cl)ccc3[C@H]1N(C)C(=O)c1ccccc12
  A: -2.8 | B: x | C: x | D: x

CCC(c1nnnn1-c1ccc2c(c1)OCCO2)N1CCC(n2c(=O)[nH]c3ccccc32)CC1 (stereo not drawn)
  A: 0.8 | B: x | C: x | D: x

COc1ccc(-c2ccc3c(c2)CN(C(=O)NC2CCCCC2)Cc2cnnn2-3)cc1
  A: 1.9 | B: x | C: x | D: x

CC(=O)OC1C(O)C2=C3C4(C)C1C(C)(C)C(=O)CC4C3(O)C(OC(C)=O)C1(CC1C)C2=O (stereo not drawn)
  A: 1.4 | B: x | C: x | D: x

Brc1ccc2c(c1)CN(CC1CCCCC1)Cc1cnnn1-2
  A: 0.0 | B: x | C: x | D: x

Cc1c(CCC(=O)N2C[C@H]3C[C@@H](C2)c2cccc(=O)n2C3)c(=O)oc2c(C)c(O)ccc12
  A: -1.4 | B: x | C: x | D: x

NC(Cc1ccc(Cl)cc1)c1csc(Nc2cnccn2)n1 (stereo not drawn)
  A: 3.5 | B: x | C: x | D: x

CC[C@H](C)[C@@H]1NC(=O)CNC(=O)c2csc(n2)[C@H](C(C)(C)O)OC(=O)C(C)(C)[C@H](CCCC(C)(Cl)Cl)OC(=O)c2csc1n2
  A: 1.3 | B: x | C: x | D: x

CCOC(=O)CNC(=O)N1Cc2cc(N3CCOCC3)ccc2-n2nncc2C1
  A: 3.1 | B: x | C: x | D: x

O=C1NCN(c2ccccc2)C12CCN(C(c1ccnc3ccccc13)c1nnnn1C1CCCCC1)CC2 (stereo not drawn)
  A: 2.0 | B: x | C: x | D: x

C[C@@H]1CNCCN1c1ccc(N2CC[C@H](O)C2)c(C#N)c1
  A: -0.8 | B: x | C: x | D: x

COc1ccc(C(c2nnnn2C2CCCCC2)N2CCC3(CC2)C(=O)NCN3c2ccccc2)cc1 (stereo not drawn)
  A: 1.0 | B: x | C: x | D: x

CC[C@@H]1c2ccccc2[C@@H]2CC[C@H]1N2c1ccccc1
  A: 4.8 | B: x | C: x | D: x

# Shown field by field: entries from further up.
> CCOC(=O)[C@]12Cc3cc(Cl)ccc3[C@H]1N(C)C(=O)c1ccccc12
  phage Ecoli inh: -2.8 | AddAB inh: x | SUMO Mot1 rescue: x | E coli growth: x
> O=C1NCN(c2ccccc2)C12CCN(C(c1ccnc3ccccc13)c1nnnn1C1CCCCC1)CC2 (stereo not drawn)
  phage Ecoli inh: 2.0 | AddAB inh: x | SUMO Mot1 rescue: x | E coli growth: x
> COc1ccc(C(c2nnnn2C2CCCCC2)N2CCC3(CC2)C(=O)NCN3c2ccccc2)cc1 (stereo not drawn)
  phage Ecoli inh: 1.0 | AddAB inh: x | SUMO Mot1 rescue: x | E coli growth: x
> C[C@@H]1CNCCN1c1ccc(N2CC[C@@H](O)C2)c(C#N)c1
  phage Ecoli inh: 1.9 | AddAB inh: x | SUMO Mot1 rescue: x | E coli growth: x

# Further compounds follow:
# Labels used below – A = phage Ecoli inh; B = AddAB inh; C = SUMO Mot1 rescue; D = E coli growth
COc1ccc(-c2ccc3c(c2)CN(C(=O)C(C)(C)C)Cc2cnnn2-3)cc1
  A: 3.4 | B: x | C: x | D: x

CC(C)(C)C(=O)N1Cc2cc(-c3cccc(F)c3)ccc2-n2nncc2C1
  A: 0.5 | B: x | C: x | D: x

COc1ccc(-n2nnnc2C(CCc2ccccc2)N2CCC(n3c(=O)[nH]c4ccccc43)CC2)cc1 (stereo not drawn)
  A: -2.0 | B: x | C: x | D: x

CC(C)(C)n1nnnc1C(c1ccnc2ccccc12)N1CCC2(CC1)C(=O)NCN2c1ccccc1 (stereo not drawn)
  A: -0.1 | B: x | C: x | D: x

O=C(NCCN1CCC2(CC1)C(=O)NCN2c1ccccc1)c1ccc(Cl)cc1
  A: 1.9 | B: x | C: x | D: x

CCOC(=O)C(c1c(O)c2ccccc2oc1=O)c1c(O)c2ccccc2oc1=O
  A: 1.8 | B: x | C: x | D: x

CCOC(=O)[C@]12Cc3ccccc3[C@H]1N(C(C)C)C(=O)c1cc(OC)ccc12
  A: -0.2 | B: x | C: x | D: x

Fc1cccc(-c2ccc3c(c2)CN(c2cccc(Cl)c2)Cc2cnnn2-3)c1
  A: 0.3 | B: x | C: x | D: x

N#CC1c2ccccc2-n2nncc2CN1C(=O)c1ccccc1F (stereo not drawn)
  A: 2.4 | B: x | C: x | D: x

COc1ccc(-n2nnnc2C(CCSC)N2CCC3(CC2)C(=O)NCN3c2ccccc2)cc1 (stereo not drawn)
  A: 2.0 | B: x | C: x | D: x

C=CCN1Cc2ccccc2-n2nncc2C1
  A: 1.1 | B: x | C: x | D: x

S=C(NCCc1ccccc1)N1Cc2cc(N3CCOCC3)ccc2-n2nncc2C1
  A: 1.1 | B: x | C: x | D: x

COc1ccc(OC(=O)N(C)C[C@H]2OCc3cnnn3CCCC(=O)N([C@@H](C)CO)C[C@@H]2C)cc1
  A: 0.7 | B: x | C: x | D: x

CC1=CC(=C2C(=O)NC(=S)NC2=O)C=C(C(F)(F)F)N1CCc1ccccc1
  A: x | B: 2.5 | C: -12 | D: 2.1

c1cncc(C2CCCN2)c1 (stereo not drawn)
  A: x | B: -2.4 | C: -11 | D: -0.3

CN1C(=O)COc2c(C(=O)NC3CN4CCC3CC4)cc(Cl)cc21 (stereo not drawn)
  A: x | B: -0.6 | C: -3 | D: -0.1

CCOC(=O)c1cncn1[C@H](C)c1ccccc1
  A: x | B: -1.3 | C: 22 | D: 0.3

Cc1cc(OCCN2CC2)c2ccccc2n1
  A: x | B: -0.2 | C: -7 | D: -1.9

Cc1ccc(N2C(=O)NC(=O)/C(=C\c3ccc([N+](=O)[O-])o3)C2=O)cc1
  A: x | B: -0.7 | C: 2 | D: -2.0

O=C(O)C(Cl)Cl
  A: x | B: -1.9 | C: -9 | D: -2.5

O=C1NC(=S)N(c2ccc(F)cc2)C(=O)/C1=C/c1ccco1
  A: x | B: -1.7 | C: 35 | D: -2.0

CN1C(=O)C(=Cc2ccc(N3CCOCC3)c([N+](=O)[O-])c2)C(=O)N(C)C1=O
  A: x | B: 0.9 | C: 5 | D: -1.6

COc1ccc(C2NCc3ccc4c(c3-n3cccc32)OCO4)cc1O (stereo not drawn)
  A: x | B: 4.8 | C: -7 | D: 2.0

O=C1Nc2cc(C(=O)N3CCC4(CC3)OCCO4)ccc2NC1CSCc1cccc(F)c1 (stereo not drawn)
  A: x | B: 2.9 | C: 13 | D: 0.7
